# Screens (PubChem)
# V1aR counter = agonists of human V1a receptor, primary screen, counter-screen for OXTR agonist project, fluorescence, CHO-V1R cells. 320,000 tested, 0.25% active. activation, % at 3 µM. Vasopressin V1a receptor (Homo sapiens), P37288. Fluo-8 calcium fluorescence, agonist mode; 0% DMSO, 100% 3 nM vasopressin. AID 2797, 2010;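 active = activation above the mean activation of all tested compounds plus 3 SD, per screening run, cut at about 20% in these data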;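 note: signal is peak over basal fluorescence ratio across a 100 second FLIPR read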
# Target sequence (P37288 whole entry, looked up): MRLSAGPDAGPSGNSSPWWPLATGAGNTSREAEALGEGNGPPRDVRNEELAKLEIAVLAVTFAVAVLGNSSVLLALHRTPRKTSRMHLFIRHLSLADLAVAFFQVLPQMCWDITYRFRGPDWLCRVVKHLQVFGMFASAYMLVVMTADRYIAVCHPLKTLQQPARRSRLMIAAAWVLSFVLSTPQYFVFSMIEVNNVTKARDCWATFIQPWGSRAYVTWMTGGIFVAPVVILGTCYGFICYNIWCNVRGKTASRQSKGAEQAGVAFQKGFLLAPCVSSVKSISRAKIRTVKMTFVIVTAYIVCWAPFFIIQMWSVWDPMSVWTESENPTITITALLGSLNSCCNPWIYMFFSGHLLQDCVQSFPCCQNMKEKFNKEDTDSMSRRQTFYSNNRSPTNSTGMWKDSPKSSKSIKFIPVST
# VIM-2 inhibitor = VIM-2 metallo-beta-lactamase inhibitors, primary screen, biochemical, epi-absorbance readout, Pseudomonas aeruginosa enzyme; purified VIM-2, nitrocefin hydrolysis, epi-absorbance fluorescence; inhibition, % at 5.6 µM; 290,000 tested, 0.89% active; AID 1527, 2009;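 active = inhibition above the mean of all tested compounds plus 3 SD, cutoff set per screening run, cut at about 7.5% in these data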;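 note: red hydrolysis product quenches plate fluorescence so inhibitors raise well fluorescence; 0% = enzyme with DMSO and 100% = DMSO without enzyme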
# OXTR agonist = human OXTR agonists, primary screen, fluorescence, CHO-OTR cells, Fluo-8 calcium | AID 2435, 2010 | activation, % at 3 µM | 320,000 tested, 0.32% active | Fluo-8 calcium fluorescence; normalized: DMSO 0%, oxytocin 100% | Oxytocin receptor (Homo sapiens), P30559;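 active = activation above the mean of all tested compounds plus 3 SD, cutoff set per screening run, cut at about 20% in these data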;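 note: peak over basal fluorescence ratio from a 100 s FLIPR kinetic read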
# FID counter = compounds displacing fluorescent DNA intercalator, primary screen, artefact control for HCV NS3 helicase inhibitor project, biochemical, FID fluorescence | inhibition, % at 7.9 µM | DNA fluorescent intercalator displacement | 290,000 tested, 0.17% active; in the data active = inhibition above about 37%;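 note: 0% = vehicle and 100% = reference compound; higher means more ethidium bromide displaced from hairpin DNA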
# NS3 helicase inh = inhibitors of HCV NS3 helicase, primary screen, biochemical, Cy5 molecular beacon fluorescence; NS3 helicase DNA unwinding; inhibition, % at 10.9 µM; 290,000 tested, 0.56% active;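 active = inhibition above the mean of all tested compounds plus 3 SD, set per campaign, cut at about 35% in these data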;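 note: 0% = DMSO wells and 100% = thioflavine S control wells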
#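 Control set: DMSO versus 110 µM thioflavine S; Material: NS3 helicase fragment of HCV; Measured by: Cy5 fluorescence at 0 and 60 min, beacon hairpin quenching; Read-out basis: percent inhibition from t60/t0 fluorescence ratio; Times: reaction time 60 min, 25 °C; Repeats: single replicate; Compound dosing: single dose, 10.9 µM nominal final, DMSO 0.8% final.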
# GPR7 antagonist = GPR7 receptor antagonists, primary screen, cell-based, fluorescence, single concentration; Neuropeptides B/W receptor type 1 (Homo sapiens), P48145; GPR7-expressing cells, fluorescence antagonist assay; inhibition, % at 4.4 µM; 290,000 tested, 1.1% active; AID 1861, 2009; in the data active = inhibition above about 16%, passing the limit was not always enough;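 note: cells stimulated with the agonist NPW; 0% = agonist with vehicle and 100% = vehicle without agonist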
# Target sequence (P48145 whole entry, looked up): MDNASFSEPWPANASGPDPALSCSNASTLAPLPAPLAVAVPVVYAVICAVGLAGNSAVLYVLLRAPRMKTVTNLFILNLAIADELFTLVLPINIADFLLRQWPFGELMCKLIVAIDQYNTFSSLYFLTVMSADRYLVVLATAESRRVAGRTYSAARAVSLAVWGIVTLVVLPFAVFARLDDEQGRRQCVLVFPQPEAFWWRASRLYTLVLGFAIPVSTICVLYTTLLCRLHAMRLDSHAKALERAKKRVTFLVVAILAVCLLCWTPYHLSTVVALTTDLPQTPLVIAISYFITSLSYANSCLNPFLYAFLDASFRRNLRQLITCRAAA
# PHOSPHO1 inh = PubChem AID 1565; Phosphoethanolamine/phosphocholine phosphatase (Homo sapiens), Q8TCT1; recombinant PHOSPHO1, absorbance phosphatase assay; inhibition, % at 13.3 µM; 290,000 tested, 1.1% active; in the data active = inhibition above about 60%
# Target sequence (Q8TCT1 whole entry, looked up): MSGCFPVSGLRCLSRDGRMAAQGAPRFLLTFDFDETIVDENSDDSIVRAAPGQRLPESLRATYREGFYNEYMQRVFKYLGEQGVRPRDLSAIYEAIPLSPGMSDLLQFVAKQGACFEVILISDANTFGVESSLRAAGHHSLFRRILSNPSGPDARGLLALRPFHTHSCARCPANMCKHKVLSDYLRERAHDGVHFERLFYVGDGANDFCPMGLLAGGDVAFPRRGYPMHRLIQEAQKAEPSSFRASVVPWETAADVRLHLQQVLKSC
# IMP-1 inh = IMP-1 metallo-beta-lactamase inhibitors, primary screen, biochemical, epi-absorbance readout, Pseudomonas aeruginosa enzyme | metallo-beta-lactamase IMP-1 (Pseudomonas aeruginosa) | purified IMP-1, nitrocefin hydrolysis, epi-absorbance fluorescence | inhibition, % at 5.6 µM | 290,000 tested, 0.45% active | AID 1556, 2009;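 active = inhibition above the mean plus 3 SD of all compounds in the same screening run, cut at about 4.5% in these data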;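 note: 0% = IMP-1 with DMSO and 100% = DMSO wells lacking enzyme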
#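 System: Purified IMP-1 | Read-out basis: Percent enzyme inhibition | Controls: IMP-1 with DMSO as 0%, enzyme-free DMSO as 100% | Replicates: One well per compound | Doses: 5.6 µM nominal single concentration | Detection: Epi-absorbance fluorescence, 480 nm excitation, 530 nm emission | Incubation: 25 °C, 15 min preincubation, 25 min reaction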
# GalR3 antag = GalR3 antagonists in HEK293 cells, primary screen, cell-based, fluorescence readout | Galanin receptor type 3 (Homo sapiens), O60755 | HEK293 GalR3-CNG cAMP membrane potential fluorescence; galR3 body fused to GalR1 C-terminus | inhibition, % at 3 µM | 360,000 tested, 0.44% active | AID 651719, 2012;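 active = inhibition above the screen-wide average plus 3 SD, cut at about 13% in these data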;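 note: forskolin and galanin both at EC90 stimulate the cells; cAMP rise reported by CNG channel membrane potential dye signal; 0% = forskolin plus galanin with DMSO and 100% = forskolin alone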
# * marks the source's active call; other numbers are inactive results; / = not tested or not shown.
# Value order – V1aR counter	VIM-2 inhibitor	OXTR agonist	FID counter	NS3 helicase inh	GPR7 antagonist	PHOSPHO1 inh	IMP-1 inh	GalR3 antag
CCCc1cc(-c2n[nH]c(C)c2-c2ccc(C(=O)OCC)o2)c(O)cc1O
  0.8	-4.3	2.8	-18	-10	-7	4	-2.9	1
Cc1noc(NS(=O)(=O)c2ccc(N/C=C\C(=O)c3ccc4c(c3)OCO4)cc2)c1C
  0.4	-1.0	0.7	-33	17	0	-46	0.3	-7
CCOC(=O)Cc1csc(NC(=O)Cc2cccs2)n1
  2.1	-1.8	1.6	-13	25	-11	2	-2.2	-5
CCCSc1ncnc2sc(C)c(C)c12
  0.9	-4.1	0.0	0	10	-8	19	-1.6	-6
CCOc1ccc(-c2noc(CCC(N)=O)n2)cc1OCC
  0.1	-5.6	1.7	-7	0	-12	-8	-2.4	-1
CCCC(=O)Nc1cc(-c2nnc(OC)c3ccccc23)ccc1N1CCOCC1
  0.5	-1.5	-0.1	-2	-7	3	/	-2.4	1
CCN(CC)S(=O)(=O)c1cccc(C(=O)OCC(=O)Nc2ccc3c(c2)c2ccccc2n3CC)c1
  0.8	-1.9	-0.2	-9	-3	-7	8	-2.2	-2
Cc1ccc(S(=O)(=O)NCC(=O)NC2CCCC2)cc1
  /	0.8	/	-3	-8	15	-20	0.5	-4
Cc1ccc(CN2CCNC(=O)C2CC(=O)N(Cc2c(C)nn(C)c2C)C2CC2)o1 (stereo unspecified)
  0.5	-3.0	0.8	-13	5	-2	18	-2.2	0
CC(NC(=O)c1cccnc1Sc1ccccc1)c1ccc(S(N)(=O)=O)cc1 (stereo unspecified)
  -0.4	-1.4	1.2	-14	3	-11	4	0.3	0

# Value order – V1aR counter	VIM-2 inhibitor	OXTR agonist	FID counter	NS3 helicase inh	GPR7 antagonist	PHOSPHO1 inh	IMP-1 inh	GalR3 antag
NS(=O)(=O)c1ccc(CCNC(=O)COC(=O)/C=C/c2ccccc2Cl)cc1
  1.3	-2.7	1.5	-13	3	-2	30	-2.4	-4
CC1(C)COC(c2cccc(C3=NC(C)(C)CO3)n2)=N1
  0.5	-1.6	0.4	-3	3	2	4	-2.9	-5
CC1CCCC(C)N1CCCNC(=O)c1csc2c1CCCCC2 (stereo unspecified)
  1.2	2.8	-0.2	15	0	5	33	-0.2	-3
Cc1onc(-c2ccccc2Cl)c1NC(=O)NCc1cccs1
  1.0	-3.5	-0.8	-3	5	-4	4	-3.0	-8
Cc1ccc(NC(=O)Nc2ncnc3nc[nH]c23)cc1
  -0.2	-1.8	-0.8	-5	-5	2	38	-3.1	-2
COC(=O)C1=C(C)N(CC2CC2)C(=NCc2cccc(Cl)c2)N[C@H]1c1ccccc1
  0.4	-0.6	5.5	10	-89	20	-75	-4.7	-6
COC(=O)c1cccc(S(=O)(=O)N2CCC(NC(=O)Nc3cccc(F)c3)CC2)c1
  7.1	-2.9	8.2	6	-10	-5	4	-2.8	-6
CCC1(C)Cc2[nH]c(=O)c(C#N)cc2CO1 (stereo unspecified)
  0.8	-1.9	0.3	0	-1	-16	-22	-1.8	-7
COc1cc(-c2nnc(SCc3ccccc3Cl)o2)cc(OC)c1OC
  1.3	0.6	-1.6	-9	4	-7	-1	-1.2	-1
COc1ccc(OC)c2[nH]c(=O)c(CCNC(=O)CC(C)C)cc12
  -0.5	1.1	-0.1	-11	1	2	7	-0.2	2

# Value order – V1aR counter	VIM-2 inhibitor	OXTR agonist	FID counter	NS3 helicase inh	GPR7 antagonist	PHOSPHO1 inh	IMP-1 inh	GalR3 antag
C#CCNC(=O)C1=C[C@@H](c2csc3ccccc23)[C@H](CCCO)[C@@H](OCC)O1
  2.0	-0.9	2.3	-21	-4	5	30	-2.2	-7
CCOc1ccc(-c2nc(CSCC(=O)NC3CC3)c(C)o2)cc1
  4.6	-2.7	0.1	-34	-2	-2	-20	-0.5	/
Cc1nc(C)n(CC(O)COc2ccc3c(c2)CCC3)n1 (stereo unspecified)
  1.1	-3.7	0.3	-7	3	13	21	-4.2	0
Cc1cc(NC(NC(=O)c2ccco2)(C(F)(F)F)C(F)(F)F)no1
  0.3	-0.9	1.2	-7	18	-10	20	-3.1	-1
COc1cc(OC)c2ccc(=O)oc2c1C(CC(=O)N1CCCC(C)C1)c1ccc2c(c1)OCO2 (stereo unspecified)
  0.2	/	1.4	/	/	/	4	/	-3
Cc1cc(/C=C2/C(=N)N3C(c4ccccc4)=CSC3=NC2=O)c(C)n1-c1ccccc1
  -1.9	-1.7	-1.6	-2	15	-3	6	-3.1	-11
Cc1ccc(NC(=O)C2CCCN2C(=O)NC2CCCCC2)cc1 (stereo unspecified)
  -0.2	-0.7	-1.0	-1	3	3	26	-2.4	-6
O=C(N/N=C\c1ccc(-c2ccc(Cl)c(Cl)c2)o1)C(=O)N1CCCC1
  -0.2	-2.3	0.3	-2	3	-6	40	-0.8	2
Cc1c(NC2=C(Cl)C(=O)N(c3ccccc3Cl)C2=O)c(=O)n(-c2ccccc2)n1C
  -0.8	-0.5	-0.5	-13	3	-2	-8	-3.2	0
O=[N+]([O-])c1cccc(S(=O)(=O)N2CCCC2)c1
  -0.1	-0.3	0.6	2	-7	1	-21	-0.9	2

# Value order – V1aR counter	VIM-2 inhibitor	OXTR agonist	FID counter	NS3 helicase inh	GPR7 antagonist	PHOSPHO1 inh	IMP-1 inh	GalR3 antag
COC(=O)C(C)N(C#N)c1nc(C)nc(C)n1 (stereo unspecified)
  1.7	-1.1	0.2	-2	0	-6	29	-2.4	-8
O=c1[nH]nc2n1CCCCC2
  0.5	0.4	0.1	-1	-9	-10	11	2.2	-6
Cc1ccc(S(=O)(=O)N2CCOCC2)cc1NC(=O)C1=NN(c2ccccc2)C(=O)CC1
  0.7	-4.5	0.2	-41	0	11	60	-2.7	-11
N=C(N)SCc1nc2ccccn2c1Br
  -0.2	-1.4	0.8	-1	-1	-9	2	-2.5	-1
COc1ccc(-c2nc3ccccc3nc2-c2ccc(OC)cc2)cc1
  -0.1	-1.9	-2.0	-24	-22	-28	/	-0.9	-5
CCOC(=O)CSCc1nc(-c2ccc(Cl)cc2)oc1C
  -1.1	-4.5	-1.0	-9	-4	-3	-6	-2.0	0
O=C(COc1ccc2c(c1)oc(=O)c1ccccc12)N[C@@H](Cc1ccccc1)C(=O)O
  -0.4	2.1	-0.8	-13	5	-8	19	-3.9	0
Cc1nc2ccc(NC(=O)N3CCOCC3)cc2s1
  -0.7	-2.1	0.4	-6	-2	13	-6	-1.9	6
Cc1cc(C)nc(N2CCCC(C(=O)Nc3cccc(Cl)c3)C2)n1 (stereo unspecified)
  -0.1	-3.1	-1.2	-19	-6	-5	-6	-2.9	-8
COc1ccc(N(CC(=O)N2CCC(C(N)=O)CC2)S(=O)(=O)c2ccccc2)cc1
  0.0	-1.4	0.3	-14	0	0	48	-2.3	-6

# Part of the list above, tab-delimited:
Compound	V1aR counter	VIM-2 inhibitor	OXTR agonist	FID counter	NS3 helicase inh	GPR7 antagonist	PHOSPHO1 inh	IMP-1 inh	GalR3 antag
COc1ccc(N(CC(=O)N2CCC(C(N)=O)CC2)S(=O)(=O)c2ccccc2)cc1	0.0	-1.4	0.3	-14	0	0	48	-2.3	-6
O=c1[nH]nc2n1CCCCC2	0.5	0.4	0.1	-1	-9	-10	11	2.2	-6
COc1ccc(-c2nc3ccccc3nc2-c2ccc(OC)cc2)cc1	-0.1	-1.9	-2.0	-24	-22	-28	/	-0.9	-5
O=C(COc1ccc2c(c1)oc(=O)c1ccccc12)N[C@@H](Cc1ccccc1)C(=O)O	-0.4	2.1	-0.8	-13	5	-8	19	-3.9	0
N=C(N)SCc1nc2ccccn2c1Br	-0.2	-1.4	0.8	-1	-1	-9	2	-2.5	-1
CCOC(=O)CSCc1nc(-c2ccc(Cl)cc2)oc1C	-1.1	-4.5	-1.0	-9	-4	-3	-6	-2.0	0

# Later entries
# Value order – V1aR counter	VIM-2 inhibitor	OXTR agonist	FID counter	NS3 helicase inh	GPR7 antagonist	PHOSPHO1 inh	IMP-1 inh	GalR3 antag
CC(C)(Oc1ccc(CCNC(=O)c2ccc(Cl)cc2)cc1)C(=O)O
  0.5	-5.9	2.7	-11	1	-19	-6	-3.0	/
O=[N+]([O-])c1ccc(O)c(NC(=S)Nc2ccccc2)c1
  -0.9	-2.3	-0.7	9	7	10	57	-0.8	-8
CC(=O)N[C@@H](C)C(=O)N1CCC(n2nccc2NC(=O)CCCc2ccccc2)CC1
  -0.5	-2.4	0.0	-14	-1	-4	62*	-2.6	-7
Cc1cc(N=Nc2ccccc2C(=O)O)c(C)c(C)c1O
  2.3	-1.9	-0.4	-14	49*	-5	20	-7.0	-4
Cc1c(/C=N/NC(=O)C2(O)c3ccccc3-c3ccccc32)cnn1C
  1.8	-2.0	4.4	-5	6	2	0	-1.7	-4
COc1ccccc1NC(=O)/C(=C/c1cccs1)NC(=O)c1ccco1
  -0.4	0.5	-0.8	-1	4	1	8	-0.6	-4
O=C(O)c1cn(Cc2ccccc2)nc1-c1cccnc1
  0.8	-1.9	1.0	-1	0	-14	-7	-1.3	-4
COc1ccc(N2C(=S)NC3N2C(=S)NC3(C)c2ccccc2)cc1 (stereo unspecified)
  1.3	-3.5	0.4	1	-5	-6	61*	-3.9	-6
CC1=NN(C(=O)COc2ccccc2)C(O)(c2cccnc2)C1 (stereo unspecified)
  0.1	-3.2	0.6	-5	-3	-1	24	-3.2	0
O=C(c1cccc(C(F)(F)F)c1)C1CCCN(C(=O)Cn2cncn2)C1 (stereo unspecified)
  0.0	-1.3	0.1	-3	-2	-14	34	-2.2	-7

# Value order – V1aR counter	VIM-2 inhibitor	OXTR agonist	FID counter	NS3 helicase inh	GPR7 antagonist	PHOSPHO1 inh	IMP-1 inh	GalR3 antag
CCOCCCNC(=O)c1cn(CC(C)C)c(=O)c2cc(OC)c(OC)cc12
  /	0.2	/	-15	-10	-1	10	-1.6	-1
COC(=O)CS(=O)(=O)c1ccsc1C(=O)Nc1ccc(F)cc1
  -0.1	-0.4	-0.1	4	12	-8	-32	-2.1	2
CCc1ccc(S(=O)(=O)NC2CCCCNC2=O)cc1 (stereo unspecified)
  -0.4	-3.9	-0.2	-9	1	-22	18	-2.9	-8
Cc1cc(C(=O)NCC(=O)OCC(=O)N(C(C)C)C(C)C)ccc1[N+](=O)[O-]
  1.7	-3.1	1.1	-11	15	0	10	-3.2	6
Cn1nc(-c2ccccc2)c(C(=O)NCC(=O)O)c1Cl
  0.3	-2.6	-0.2	1	1	-6	40	-2.8	0
